LDHA inh: qHTS assay for inhibitors of human lactate dehydrogenase; L-lactate dehydrogenase A chain (Homo sapiens), P00338; 0.15% of 480,000 active; purified LDHA, NADH/diaphorase-resazurin fluorescence; hits give low values; activity change, % (values are at about 110 or 230 µM); AID 1347041, 2019; in the data active = activity change below about -30%; inconclusive = mostly about -25% to -30%;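 also: plate controls were DMSO wells for no effect and wells without enzyme for full effect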
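Resorufin fluorescence (ex540/em590), read at 0 and 20 min after diaphorase/resazurin addition, reports the NADH left after a 5 min room-temperature reaction of 2 nM human LDH5 with 0.06 mM NADH and 0.2 mM pyruvate.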
Glioma ERSR ind: qHTS for Inducers of the Endoplasmic Reticulum Stress Response (ERSR) in Human Glioma: qHTS; Potency, µM, for inactives: top-dose activation, actives largely listed as activators; 0.02% of 420,000 active; U87-MG GRP78 promoter luciferase reporter, 16 h; AID 602332, 2012; also: potency is read from the fitted curve at half-maximal effect; series mostly up to about 76 µM; % of control where 0% means no effect; nearly all actives have a fitted effect of over 35% in size
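Stably transfected U87-MG human glioma cells carrying a GRP78-based luminescent sensor were seeded at 1000 cells/well, pin-dosed with compounds and incubated 16 h. Luciferase reagent was then added, and end-point luminescence was read after 10 min at room temperature.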
Vif-A3G inh: qHTS for Inhibitors of Vif-A3G Interactions: qHTS; DNA dC->dU-editing enzyme APOBEC-3G (Homo sapiens), Q9HC16; HeLa A3G-eYFP + Vif (tagged APOBEC3G with the HIV-1 protein that degrades it), YFP fluorescence, overnight; Potency, µM (doses to about 46.1 µM), for the others: at the top dose activity, negative = active, actives largely listed as inhibitors; 0.076% of 410,000 active;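 also: potency is read from the fitted curve at half-maximal effect; % is scaled to controls: 0 for no effect and ±100 for the full control effect; nearly all actives have a fitted effect of over 60% in size; hits raise eYFP signal because A3G escapes Vif-driven loss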
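Read-out is eYFP fluorescence (Ex 488/Em 500-530) from Vif-expressing HeLa A3G-eYFP cells; more signal means A3G escaped Vif-mediated degradation. Cells plated overnight, compound pinned in, incubated overnight at 37 deg C.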
D1 PAM: Potentiators of Human D1 Dopamine Receptor: qHTS; HEK293 TREx D1 cells, calcium flux, dopamine EC20 potentiation; potentiation, % at 10 µM; 0.036% of 360,000 active; AID 504651, 2011; in the data active = potentiation above about 30%; also: 0% is about no effect
D1 antag: Antagonist of Human D 1 Dopamine Receptor: qHTS. D(1A) dopamine receptor (Homo sapiens), P21728. HEK293 TREx D1 cells, calcium flux, dopamine EC80; hits give low values. activity change, negative = inhibition, % at 10 µM. 3.2% of 360,000 active; in the data active = activity change below about -30%; also: % is scaled to controls: 0 for no effect and ±100 for the full control effect
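Kinetic fluorescence of a calcium dye serves as the read-out. D1-expressing Hek293 Trex cells, induced overnight at 30 C, are exposed to compound for 180 s before an EC80 dopamine addition, then read 180 s further.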
D2 PAM: HTS Assay for Positive Allosteric Modulators of the Human D2 Dopamine Receptor: Primary Screen for Potentiators. potentiation, % at 10 µM. HEK293 T-REx D2, calcium flux, EC20 dopamine potentiation. AID 485347, 2010. 0.34% of 340,000 active. D(2) dopamine receptor (Homo sapiens), P14416;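 active = potentiation over 3 SD above the plate norm, cut at about 30% in these data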; also: 0% is about no effect
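Tetracycline-induced Hek293 Trex D2 cells, force-coupled to calcium, loaded with no-wash calcium dye. Compound added with 180 s kinetic read for agonism, then EC20 dopamine and a further 180 s read for potentiation.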
RXFP1 ag: qHTS Assay for Agonists of the Relaxin Receptor RXFP1; Relaxin receptor 1 (Homo sapiens), Q9HBX9; HEK293T-RXFP1 cAMP TR-FRET, 30 min; response scale: percent of porcine relaxin response, buffer zero; Potency, µM (titrated, usually from 57.5 µM), for inactives: at the top dose activation, actives largely listed as activators; 0.3% of 370,000 active; AID 2676, 2010; also: potency is read from the fitted curve at half-maximal effect; % is scaled to controls: 0 for no effect and ±100 for the full control effect; nearly all actives have a fitted effect of over 60% in size; many of its hits are not listed in these tables
Target sequence (Q9HBX9 whole entry, looked up): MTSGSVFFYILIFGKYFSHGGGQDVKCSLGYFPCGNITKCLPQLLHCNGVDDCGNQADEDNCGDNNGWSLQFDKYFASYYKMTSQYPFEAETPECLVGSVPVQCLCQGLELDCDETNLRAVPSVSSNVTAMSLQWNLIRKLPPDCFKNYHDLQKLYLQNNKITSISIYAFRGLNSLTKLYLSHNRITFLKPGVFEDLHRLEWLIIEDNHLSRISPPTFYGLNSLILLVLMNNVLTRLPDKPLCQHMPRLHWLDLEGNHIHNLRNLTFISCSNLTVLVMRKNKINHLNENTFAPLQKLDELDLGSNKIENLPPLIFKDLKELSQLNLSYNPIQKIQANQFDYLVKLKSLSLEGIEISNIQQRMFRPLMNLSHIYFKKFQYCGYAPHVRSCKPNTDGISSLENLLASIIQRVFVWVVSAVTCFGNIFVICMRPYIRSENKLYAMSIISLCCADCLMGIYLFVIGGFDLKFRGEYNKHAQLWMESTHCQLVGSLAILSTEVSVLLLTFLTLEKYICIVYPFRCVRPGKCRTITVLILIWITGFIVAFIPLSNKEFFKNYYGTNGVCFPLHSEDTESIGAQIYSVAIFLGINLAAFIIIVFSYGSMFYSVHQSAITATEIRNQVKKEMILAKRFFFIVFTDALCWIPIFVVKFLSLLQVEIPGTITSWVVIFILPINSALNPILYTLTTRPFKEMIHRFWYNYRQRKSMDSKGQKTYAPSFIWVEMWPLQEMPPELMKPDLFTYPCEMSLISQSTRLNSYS
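Agonist response is measured as cAMP accumulation in an RXFP1-transfected HEK293T line under PDE4 inhibition. Values are scaled between buffer-only and 29 nM porcine relaxin, and EC50s come from standard Hill equation fits.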
Vif-APOBEC3F blk: qHTS for Inhibitors of Vif-A3F Interactions: qHTS | HeLa A3F-eYFP + Vif (tagged APOBEC3F with the HIV-1 protein that degrades it), YFP fluorescence increase | Potency, µM (top dose mostly 46.1 µM), for the others: at the highest dose activity, negative = active | 0.2% of 390,000 active | AID 602313, 2012; also: potency is read from the fitted curve at half-maximal effect; % of control where 0% means no effect; nearly all actives have a fitted effect of over 65% in size
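Fluorescence increase (Ex 488/Em 500-530) after overnight compound treatment at 37 deg C flags inhibition of Vif-driven A3F-eYFP loss in stable HeLa A3F-eYFP/Vif cells seeded overnight beforehand.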
D1 ag: Allosteric Agonists of the Human D1 Dopamine Receptor: qHTS; AID 504660, 2011; activation, % at 2 µM; HEK293 T-REx D1 cells, calcium flux, agonist mode; 1% of 360,000 active; in the data active = activation above about 30%; also: 0% is about no effect
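Agonism was scored from calcium flux recorded over 180 s (1 read/s) after pintool compound addition, following a 10-cycle baseline. Cells were inducible force-coupled HEK293 TREx D1, plated overnight at 30 C and loaded with no-wash calcium dye.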
* hit, by the source's call; ? = inconclusive; . = no result given; & = joins results of further samples. Unless noted, calls follow the shape of the dose curve; as a rule, active = well fitted curve in the direction sought with a large enough effect; inconclusive = small, poorly fitted or top-dose-only effect, or another doubt; inactive = no such curve, though single readings can be large; an effect the other way counts as inactive or inconclusive.

Values in the order: LDHA inh | Glioma ERSR ind | Vif-A3G inh | D1 PAM | D1 antag | D2 PAM | RXFP1 ag | Vif-APOBEC3F blk | D1 ag
(1) COc1ccc(OCCCn2ccnc2)cc1
 : ? | 0% | 3% | -8 | -3 | 14 | -1.7% | -8% | 4
(2) O=C(NC(=S)Nc1ccc(CN2CCOCC2)cc1)c1cccc([N+](=O)[O-])c1
 : 0 | -6% | 2% | 11 | -11 | -7 | 0.5% | -15% | 8
(3) CCCCSCCCNC(=O)Nc1cccc(OC)c1
 : -3 | -3% | 1% | -4 | -23 | 1 | 0.0% | -7% | 10
(4) COc1ccc(-c2nc(=S)n3ccsc3n2)cc1OC
 : -3 | -1% | -5% | 1 | 20 | -8 | 2.3% | 0% | 1
(5) CC(=O)Nc1ccc(OCc2ccccc2)cc1[N+](=O)[O-]
 : 6 | 1% | -7% | . | . | . | . | -1% | .
(6) Cc1ccc(-n2ncc(C(=O)NCCN3CCN(C)CC3)c2C2CCN(C(=O)OC(C)(C)C)CC2)cc1
 : -5 | -2% | 7% | 8 | -1 | 3 | -2.2% | 6% | 2
(7) COc1ccc(C(=O)NC(=S)Nc2nc(-c3ccc(OC)c(Br)c3)cs2)cc1Br
 : -7 | -4% | 2% | 4 | -2 | 3 | 3.4% | -7% | 7
(8) Cc1cc(NC(=O)c2ccccc2F)n(C(C)(C)C)n1
 : -9 | -2% | 0% | -2 | 5 | 2 | -0.4% | -3% | 3
(9) CC(C)(C)CCN1CCC(CN2CCNC2=S)CC1
 : -10 | -4% | 1% | . | . | . | . | -2% | .
(10) CC1(C)CN(Cc2ccccc2)C(=O)[C@H]1CC(=O)Nc1ccccc1
 : 3 | -5% | 3% | . | . | . | . | -1% | .
(11) Cc1cc2ncn(CCOc3ccccc3)c2cc1C
 : -4 | 3% | -9% | 3 | -10 | 9 | 0.8% | 6% | 5
(12) Cc1cc(N2CCCCC2)nc(NCc2ccccc2)n1
 : 2&-7 | -3% | -27% | -8 | -50* | 10 | -0.7% | -13% | 81*
(13) C=CC[C@H](CC(=O)N[C@H](CO)Cc1ccccc1)C(=O)N[C@H](COC(=O)[C@H](CC=C)CC(=O)OC(C)(C)C)Cc1c[nH]c2ccccc12
 : -1 | -8% | 6% | . | . | . | . | 1% | .
(14) COc1cc2c(cc1NC(=O)COC(=O)c1ccccc1)oc1ccccc12
 : . | . | . | 8 | 1 | -15 | 1.2% | . | 1
(15) CCCNC(=O)Cn1c(=O)/c(=C/c2ccc(-c3ccc([N+](=O)[O-])cc3)o2)s/c1=C\C(=O)C(C)(C)C
 : -7 | -3% | -15% | . | . | . | . | -299% | .
(16) CC(=O)NCCc1nc2ccccc2n1Cc1cccc(C)c1
 : -11 | -6% | 5% | 2 | -4 | 2 | 0.0% | -11% | 3
(17) Cc1ccc2c(CN3CCOCC3)cc(=O)oc2c1
 : 4&-9 | -2% | 0% | 4 | 5 | 0 | -0.6% | 3% | 1
(18) CSc1nnc(NC(=O)CCc2ccccc2)s1
 : -14 | 4% | 1% | 5 | -3 | 3 | 3.4% | 8% | 3
(19) COc1ccc(C(CNC(=O)Cc2cccs2)N(C)C)cc1 (stereo not given)
 : -2 | 6% | 4% | 8 | -18 | 0 | 0.3% | 11% | 3
(20) COc1ccccc1N=C1SC(C(=O)Nc2cccc(Cl)c2Cl)C(N)=C1C(N)=O (stereo not given)
 : -1 | 0% | -25% | -1 | -3 | -6 | -0.3% | 7% | 3
(21) CCOc1ccccc1NC(=O)c1nc2nc(C)cc(C(F)F)n2n1
 : -2 | -2% | -5% | 0 | -4 | -3 | 0.4% | 6% | 2
(22) COc1ccc(C(=O)N/N=C\C(C)=C\c2ccccc2)cc1OC
 : -1 | -2% | ? | . | . | . | . | -6% | .
(23) COc1ccc(C2OC(=O)CC2C(=O)NC(C)C)cc1 (stereo not given)
 : 2 | 2% | 1% | -1 | 0 | 4 | 1.0% | -7% | 2
(24) COc1ccc(NS(=O)(=O)c2cc(NC(=O)c3ccc(C)o3)ccc2N2CCCCC2)cc1
 : -8 | -2% | 1% | -5 | -5 | -6 | 1.9% | -2% | 6
(25) CCc1cc2c(SCC(=O)C(C#N)=C3N(C)c4ccccc4N3C)ncnc2s1
 : -4 | -6% | 0% | -7 | -14 | -3 | ? | -16% | 2
(26) Cc1ccccc1CN1CCC(CNc2ncnc3onc(-c4ccc(Cl)cc4)c23)CC1
 : -2 | -6% | 0% | 0 | -11 | 6 | -0.7% | -2% | 2
(27) Cc1cccc(NC(=O)CC(C)(C)C)c1
 : 5 | -1% | 0% | 6 | 6 | 3 | -0.3% | -5% | 4
(28) CC(=O)Nc1sc(C)c(C)c1C(=O)OCC(=O)NCc1ccc(F)cc1
 : -3 | -3% | -6% | 3 | -8 | -5 | 8.7% | -3% | 1
(29) Cc1ccc(C2CC(=O)N(Cc3ccccc3)c3c2c(C)nn3-c2nc(C)cc(C)n2)cc1 (stereo not given)
 : -4 | -3% | 0% | 2 | 2 | 12 | -1.9% | 0% | 0
(30) NC(=O)N/N=C/c1ccccc1OCC(=O)NCc1ccccc1
 : 0 | 0% | -6% | -1 | 3 | -6 | 2.6% | 0% | 3
(31) CCCCOc1ccccc1C1CC(=O)Nc2cc(C)c(C)cc21 (stereo not given)
 : -3 | 10% | -14% | -2 | 2 | 19 | -1.8% | 0% | 5
(32) Cc1cc(C)n(-c2nncc(-c3ccccc3)n2)n1
 : -7 | 10% | -7% | -3 | -5 | -6 | 3.9% | 2% | 1
(33) COc1ccc(CCNC(=O)C2CCN(Cc3nc(-c4cccc(Cl)c4)oc3C)CC2)cc1OC
 : -6 | -3% | 1% | -6 | 1 | -23 | -0.1% | -5% | 14
(34) COc1cc(Cn2c(-c3ccc(O)c(OC)c3)nc3ccccc32)ccc1O
 : 2 | -3% | 2% | -3 | -15 | 1 | 7.0% | -3% | 1
(35) COc1cc(OC)c(C2=NOC(C(=O)N3CCN(C(=O)c4ccco4)CC3)C2)cc1Cl (stereo not given)
 : -5 | -3% | 1% | -4 | 10 | -6 | -0.4% | 8% | 0
(36) CC1N(C)c2cc(NC(=O)c3ccco3)c(P(=O)(Nc3ccc([N+](=O)[O-])cc3)N3CCOCC3)cc2C1(C)C (stereo not given)
 : -3 | -2% | -1% | -2 | 10 | 16 | -0.2% | 5% | 3
(37) CC(=O)Nc1ccc([C@H]2[C@H](C)CC[C@H]3C(=O)N4[C@@H](CC[C@@H](C)[C@@H]4c4ccc(NC(C)=O)cc4)C(=O)N32)cc1
 : . | . | . | 2 | -8 | 1 | 0.1% | . | -1
(38) CCOc1ccccc1C=NNC(=O)C1CC1
 : -7 | -4% | 0% | . | . | . | . | 7% | .
(39) Cc1ncc(CO)c2c1Oc1nc(-c3ccc(F)cc3)nc(SCC(=O)N3CCCCC3)c1C2
 : 0 | -5% | 2% | -6 | 4 | 0 | 2.3% | 1% | 3
(40) COc1ccc(CCN2C(=O)CC(N3CCOCC3)C2=O)cc1 (stereo not given)
 : 4 | -2% | 0% | 5 | 5 | . | 0.4% | -7% | -1
(41) O=C(COC(=O)c1cc(S(=O)(=O)N2CCCC2)ccc1O)Nc1ccc(SC(F)F)cc1
 : -2 | 0% | 3% | -2 | -22 | -2 | 0.0% | -2% | 14
(42) O=C(CSc1nnc2c(n1)[nH]c1ccccc12)Nc1ccc(N2CCOCC2)cc1
 : 4 | 1% | -1% | 0 | -5 | 3 | 1.4% | -2% | 1
(43) CCN1CCN(c2ccc(NC(=O)c3ccc4c(c3)[nH]c(=O)n4Cc3ccc(OC)cc3)cc2)CC1
 : 5 | -7% | -6% | -6 | -6 | 9 | -3.5% | -12% | 0
(44) C=CCSc1nnc(NC(=O)c2ccc(S(=O)(=O)NCC3CCCO3)cc2)s1 (stereo not given)
 : 3 | -3% | 3% | 2 | -3 | 17 | 0.8% | 4% | 2
(45) CCOc1ccc(-c2cc(NC(=O)Nc3ccccc3C(F)(F)F)c(C(=O)OC)s2)cc1
 : 1 | 0% | 4% | -3 | 5 | -7 | ? | -21% | 0
(46) COc1ccc(CCNC(=O)C(=O)NCc2cccs2)cc1OC
 : -2 | -3% | 1% | 1 | -1 | 7 | 4.6% | 1% | 0
(47) CC(C)(C)c1nc(SCC(=O)NC2CCCC2)c2ccccc2n1
 : 3 | -1% | -9% | 13 | -8 | -5 | ? | 16% | 0
(48) COc1ccc(N2CCN(C(=O)c3cn(Cc4ccccc4)nc3-c3cccnc3)CC2)cc1
 : -1 | -2% | -1% | -2 | 9 | 8 | 2.0% | 3% | 1
(49) C#CCN(C[C@@H]1[C@@H](OC(=O)NCC2CCCCC2)[C@@H](OC(=O)NCC2CCCCC2)CN(C(=O)OC(C)C)N1C(=O)OC(C)C)S(=O)(=O)c1ccc(C)cc1
 : -2 | -6% | -4% | . | . | . | . | -5% | .
(50) CC(=O)C[C@@H](O)CC(=O)[C@@H]1OC(=O)CC/C=C\Cc2ccccc21
 : 0 | -1% | -1% | 6 | 5 | 21 | -0.4% | 3% | 1

As entered above:
COc1ccc(CCNC(=O)C(=O)NCc2cccs2)cc1OC in D1 ag is entered as 0
CC(=O)Nc1ccc([C@H]2[C@H](C)CC[C@H]3C(=O)N4[C@@H](CC[C@@H](C)[C@@H]4c4ccc(NC(C)=O)cc4)C(=O)N32)cc1 in RXFP1 ag is entered as 0.1%
COc1ccc(CCN2C(=O)CC(N3CCOCC3)C2=O)cc1 (stereo not given) in RXFP1 ag is entered as 0.4%

Bioassay records: PubChem BioAssay, National Center for Advancing Translational Sciences (NCATS)

Only part of the results is shown; the hit share may differ from the screen's.
